Source: PubChem
Pin1 inhibitor: human Pin1 inhibition; Pin1 FP peptide displacement, HiFluor488, 10 min; Potency, µM (titrated, usually from 115 µM), inactives show at the highest dose activity, negative = inhibition, actives largely listed as inhibitors; hit rate 0.009% among 390,000; AID 504891; active = well fitted inhibition curve with a large enough effect in the polarisation, with a control signal flat, not every such curve was filed as active; inconclusive = small, poorly fitted or top-dose-only effect, or effect the other way, or a change in a side signal; inactive = no such curve, though single readings can be large or run the other way; the % refers to the polarisation; also: % is scaled to controls: 0 for no effect and ±100 for the full control effect
BAZ2B inh: blocks human BAZ2B; Q9UIF8; AlphaScreen BAZ2B-H3K14Ac peptide displacement; Potency, µM (doses to about 114 µM), for inactives: at the highest dose activity change, negative = inhibition, hits mostly inhibitors; hit rate 4.4% among 360,000; AID 504333; also: % is scaled to controls: 0 for no effect and ±100 for the full control effect; nearly all actives have a fitted effect of over 60% in size
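BAZ2B (50 nM) with biotin-H3(5-23)K14Ac peptide (50 nM) in PBS pH 7.4, 0.01% Tween-20, preformed 30 min, then compound 30 min at room temperature; top concentration 110uM. AlphaScreen streptavidin donor/nickel chelate acceptor beads (10 ug/mL final), 20 min dark, signal read.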
HP1b binding inh: inhibitors of HP1-beta chromodomain binding to methylated histone tails | AlphaScreen HP1-beta / biotin-H3K9me3 peptide binding | Potency, µM (highest dose often 114 µM), for inactives: top-dose activity change, negative = inhibition, most hits filed as inhibitors | hit rate 0.56% among 390,000; also: nearly all actives have a fitted effect of over 70% in size; inactives centre near 23
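Compound inhibition of the preformed complex between 50 nM HP1-beta and 50 nM biotinylated H3K9me3 peptide was read by AlphaScreen. Buffer was PBS pH 7.4 with 0.01% Tween-20. Incubations ran 30 min at room temperature, with 10 ug/mL donor/acceptor beads.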
JMJD2A Tudor inh: blocks the human JMJD2A Tudor domain; AlphaScreen JMJD2A-Tudor / H3K4me3 peptide binding; hit rate 4.4% among 390,000; Potency, µM (titrated, usually from 114 µM), inactives show at the highest dose activity change, negative = inhibition, most hits filed as inhibitors; O75164; also: % is scaled to controls: 0 for no effect and ±100 for the full control effect; nearly all actives have a fitted effect of over 50% in size
POLI inh: blocks human DNA polymerase iota activity | Pol iota fluorescent replication assay, 10 min | Q9UNA4 | hit rate 1% among 390,000 | Potency, µM (doses to about 115 µM), for the others: at the top dose activity, negative = inhibition, usual class: inhibitors
Target sequence (Q9UNA4 whole entry, looked up): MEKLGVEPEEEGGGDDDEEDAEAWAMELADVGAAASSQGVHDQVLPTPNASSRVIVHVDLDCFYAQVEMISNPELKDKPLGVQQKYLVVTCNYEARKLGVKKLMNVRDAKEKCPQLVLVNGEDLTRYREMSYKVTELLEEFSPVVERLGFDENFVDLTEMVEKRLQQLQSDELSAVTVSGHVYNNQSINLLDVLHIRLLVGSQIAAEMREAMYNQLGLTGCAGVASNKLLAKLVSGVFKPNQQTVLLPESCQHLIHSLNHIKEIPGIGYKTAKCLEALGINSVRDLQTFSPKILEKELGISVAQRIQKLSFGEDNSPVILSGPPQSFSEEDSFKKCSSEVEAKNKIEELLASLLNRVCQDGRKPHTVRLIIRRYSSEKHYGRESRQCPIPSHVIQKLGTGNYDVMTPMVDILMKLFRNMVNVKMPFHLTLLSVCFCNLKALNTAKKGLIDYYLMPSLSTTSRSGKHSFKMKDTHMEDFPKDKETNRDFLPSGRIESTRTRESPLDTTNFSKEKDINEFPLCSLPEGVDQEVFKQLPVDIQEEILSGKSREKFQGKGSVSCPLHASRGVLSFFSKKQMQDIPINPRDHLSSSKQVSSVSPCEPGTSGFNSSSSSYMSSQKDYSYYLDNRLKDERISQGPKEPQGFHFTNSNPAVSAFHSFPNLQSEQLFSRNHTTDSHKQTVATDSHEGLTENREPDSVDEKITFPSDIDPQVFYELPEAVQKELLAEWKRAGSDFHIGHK
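Pol iota at 10 nM preincubated 15 min with compounds at room temperature; reaction started with fluorescent substrate, 50 nM final. Fluorescence read kinetically at 0 and 10 min; buffer-only wells as negative control.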
GLS inhibitor: inhibitors of human glutaminase (GLS); hit rate 0.21% among 410,000; O94925; Potency, µM (doses to about 45.5 µM), inactives show top-dose activity change, negative = inhibition, most hits filed as inhibitors; GLS enzymatic activity, qHTS titration; also: % is scaled to controls: 0 for no effect and ±100 for the full control effect
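Two-point fluorescence kinetic (t0, 30 min RT) for hKGA; glutamate detected via glutamate oxidase–HRP–Amplex Red. Substrate: 1 mM L-glutamine solution; buffer 45 mM KH2PO4, pH 8.2.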
PGK inhibitor: T. brucei PGK inhibition; P07378; PGK/GAPDH coupled, Kinase-Glo luminescence, 60 min; Potency, µM (doses to about 57.5 µM), inactives show at the top dose activity change, negative = inhibition, actives largely listed as inhibitors; hit rate 0.043% among 380,000; also: % is scaled to controls: 0 for no effect and ±100 for the full control effect; nearly all actives have a fitted effect of over 60% in size
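Luminescent ATP detection (Kinase-Glo Plus) follows a 60-minute room-temperature incubation, with wells lacking PGK as controls. Buffer: 100 mM TEA (pH 7.6), 5 mM MgCl2, 0.01% Tween-20. Coupling enzyme GAPDH (100 nM final) supplies unstable 1,3-BPG in-well.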
G9a block: G9a (human) methyltransferase inhibition | G9a H3K9 monomethylation, AlphaScreen, 2 h | Potency, µM (top dose mostly 102 µM), for inactives: at the highest dose activity, negative = inhibition, actives largely listed as inhibitors | hit rate 8.8% among 350,000; also: % is scaled to controls: 0 for no effect and ±100 for the full control effect; nearly all actives have a fitted effect of over 75% in size
Target sequence (Q96KQ7 913-1193 limits assumed): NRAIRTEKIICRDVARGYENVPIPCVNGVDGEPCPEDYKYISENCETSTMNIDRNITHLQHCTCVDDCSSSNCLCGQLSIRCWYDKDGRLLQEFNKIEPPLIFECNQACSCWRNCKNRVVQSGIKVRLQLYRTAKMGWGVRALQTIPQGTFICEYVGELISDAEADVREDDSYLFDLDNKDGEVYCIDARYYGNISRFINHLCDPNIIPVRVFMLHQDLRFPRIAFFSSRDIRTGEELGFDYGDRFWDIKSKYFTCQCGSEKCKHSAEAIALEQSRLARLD
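G9a (20 nM) was preincubated 15 min with compound, then reacted 2 h at room temperature with 500 nM biotin-H3K9 peptide and 20 µM SAM. Monomethyl-H3K9 detected by AlphaScreen using anti-H3K9me1 antibody.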
BLM helicase inh: blocks DNA unwinding by human BLM helicase. Potency, µM (titrated, usually from 56.1 µM), without a hit: at the highest dose activity change, negative = inhibition, actives largely listed as inhibitors. recombinant BLM DNA unwinding, fluorescence dequenching. P54132. hit rate 0.2% among 350,000;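 also: plate controls were vehicle for no effect and no enzyme for full effect; nearly all actives have a fitted effect of over 35% in size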
* hit, by the source's call; i = inactive; ? = inconclusive; . = not tested or not shown; & = joins results of further samples; [ ] = another dose, or the depositor's remark. Unless noted, calls follow the shape of the dose curve; as a rule, active = well fitted curve in the direction sought with a large enough effect; inconclusive = small, poorly fitted or top-dose-only effect, or another doubt; inactive = no such curve, though single readings can be large; an effect the other way counts as inactive or inconclusive. Potency is read from the fitted curve at half-maximal effect.

# | Pin1 inhibitor | BAZ2B inh | HP1b binding inh | JMJD2A Tudor inh | POLI inh | GLS inhibitor | PGK inhibitor | G9a block | BLM helicase inh | SMILES
1 | 0% | 2% | 22% | -10% | 13% | -3% | -8% | -2% | -1% | O=C(CSc1nnc(-c2cccnc2)n1CCc1ccccc1)N1CCCCC1
2 | 7% | ? | 19% | ? | -2% | -4% | -6% | ? | -6% | Cc1ccc(S(=O)(=O)c2nc(-c3ccc(F)cc3)oc2N2CCN(c3ccccc3)CC2)cc1
3 | -10% | . | 24% | -17% | 23% | -2% | -3% | . | . | COc1ccc(CCC(=O)NCc2cn3ccsc3n2)cc1
4 | -4% | 0% | 28% | -10% | 21% | -1% | i | 0%[0.501 µM] | . | CCN(CC(=O)Nc1c(F)cccc1F)C(=O)CCCc1nc2ccccc2c(=O)[nH]1
5 | 4% | 8% | 28%[57 µM] | -10% | 3% | -1% | -5% | 25%[59 µM] | -6% | COc1ccc(S(=O)(=O)NCCc2csc(-c3ccc(F)cc3)n2)cc1
6 | -9% | . | 10% | -26% | ? | -1% | -2% | . | . | O=C(O)C1=C[C@@H](C2CC2)C[C@@H](OCCCCO)O1
7 | 9% | 12% | 46%[activator] | -10% | 34%[activator] | 3% | -8% | -11% | 1% | O=C(Nc1ccc(NC(=O)c2cccs2)cc1)c1ccccc1
8 | 1% | -29% | 19% | -6% | -8% | -6% | -5% | -50% | -15% | CC1=C(C(=O)Nc2ccccc2C)C(c2ccc(C)o2)n2c(s/c(=C/c3ccccc3)c2=O)=N1 (centres undefined)
9 | -3% | -2% | 26% | -12% | 17% | 0% | i | -1%[12.7 µM] | . | Cc1nc(SC(C)C(=O)NC2CCCC2)c2ccccc2n1 (centres undefined)
10 | 3% | 0% | 22% | -6% | 114%[activator] | -9% | -7% | -4% | 1% | O=S(=O)(NC1CCCCC1N1CCC(O)CC1)c1ccccc1 (centres undefined)
11 | -1% | -1% | 6% | -13% | 3% | -7% | -9% | . | -10% | COc1ccccc1CNC(=O)c1n[nH]c2ccccc12
12 | 2% | -4% | 23% | -13% | 3% | 5% | 3% | -8% | -4% | CC(=O)N1c2ccc(S(=O)(=O)N3CCCC(C(=O)Nc4ccc(F)cc4)C3)cc2CC1C (centres undefined)

Three records picked at random from those above, as already listed:
# | Pin1 inhibitor | BAZ2B inh | HP1b binding inh | JMJD2A Tudor inh | POLI inh | GLS inhibitor | PGK inhibitor | G9a block | BLM helicase inh | SMILES
9 | -3% | -2% | 26% | -12% | 17% | 0% | i | -1%[12.7 µM] | . | Cc1nc(SC(C)C(=O)NC2CCCC2)c2ccccc2n1 (centres undefined)
5 | 4% | 8% | 28%[57 µM] | -10% | 3% | -1% | -5% | 25%[59 µM] | -6% | COc1ccc(S(=O)(=O)NCCc2csc(-c3ccc(F)cc3)n2)cc1
4 | -4% | 0% | 28% | -10% | 21% | -1% | i | 0%[0.501 µM] | . | CCN(CC(=O)Nc1c(F)cccc1F)C(=O)CCCc1nc2ccccc2c(=O)[nH]1

(further entries)
# | Pin1 inhibitor | BAZ2B inh | HP1b binding inh | JMJD2A Tudor inh | POLI inh | GLS inhibitor | PGK inhibitor | G9a block | BLM helicase inh | SMILES
13 | 12% | -1% | 7% | -8% | 14% | -4% | -2% | -19%[59 µM] | -3% | Cn1c(SCC(=O)Nc2cccc(Br)c2)nnc1-c1cc2ccccc2o1
14 | 7% | -6% | -14% | -20% | 4% | -2% | -5% | -9%[59 µM] | -7% | Cc1ccc(NC(=O)Nc2nnc(N(C)C3CCCCC3)s2)c(Cl)c1
15 | 9% | -2% | 3% | -31% | 4% | 8% | -1% | -2%[0.501 µM] | -9% | CCOC(=O)c1c(N)sc2c1CCN(CCc1ccccc1)C2
16 | 0%&-8% | 9%&-1% | 50%&32%[activator] | -5%&-12% | -5%&17% | -17%&2% | 1%&-13% | -2%[59 µM] | 4% | C[C@@H]1C[C@H]2[C@@H]3CCC4=CC(=O)C=C[C@]4(C)[C@@]3(F)[C@@H](O)C[C@]2(C)[C@@]1(O)C(=O)CO
17 | -1% | . | 28% | -3% | 71%[activator] | 17% | -1% | . | . | O=C(COC(=O)c1ccc(Br)o1)NCc1ccc(Cl)cc1
18 | -1% | 5% | 4% | -4% | -6% | 2% | -10% | -9% | -5% | C=C(C)c1ccc(C(C)(C)NC(=O)N(Cc2ccccc2)Cc2ccco2)cc1
19 | -5% | -2% | 6% | -8% | 1% | 1% | -7% | 12%[59 µM] | -4% | COc1ccc(/C=N/NC(=O)Nc2nonc2N)cc1
20 | 8% | -7% | ? | -23% | -9% | 14% | i | ? | -7% | CCOc1ccc(S(=O)(=O)Nc2cccc(-c3ccc(N4CCCC4)nn3)c2)cc1
21 | -3% | -21%[57.1 µM] | 13% | -19% | -19% | -19% | -9% | -39% | -11% | O=C1/C(=C/c2cccnc2)Sc2ccccc21
22 | ? | -7% | . | -2% | 24% | 23% | 4% | . | 7% | Cc1ccccc1NC(=O)Nc1ccccc1N1CCCCC1
23 | -5% | 12% | 81%[activator] | 42%[activator] | 0% | 1% | -7% | 27%[2.33 µM] | . | Cc1cc(C(=O)Nc2ccc(Br)cn2)sc1C
24 | 0% | -1% | 46%[activator] | -10% | -2% | 13% | -11% | ? | -5% | COc1ccc(/C(C)=N/Nc2ccc(C(=O)O)cc2)cc1OC
25 | . | 0% | 52%[activator] | -18% | 3% | -1% | -2% | 50µM* | 3% | O=C(O)c1cccnc1SCC(=O)N1CCCCCC1
26 | 2% | 6% | 16% | 1% | 13% | -3% | -4% | -34% | 0% | CCCn1nnc(NC(=O)COc2ccccc2Cl)n1
27 | 3% | -22% | 34% | -22% | -4% | 2% | 3% | 14% | -5% | Cc1cccc2cc(CN(CC(C)C)S(=O)(=O)c3ccccc3)c(=O)[nH]c12
28 | -1% | 3% | 44%[activator] | -3% | 10% | . | i | 9% | -4% | O=C(NCCN1C(=O)CSC1=O)C1CC(=O)N(c2ccccc2)C1 (centres undefined)
29 | -8% | 10% | 40%[activator] | -1% | -11% | -1% | i | 11%[59 µM] | -3% | Cc1ccc2nc(SCC(=O)Nc3cc(C)on3)[nH]c2c1
30 | 19% | 33% | 66%[activator] | 36% | 7% | -1% | 5% | 34%[59 µM] | -12% | O=C1CC(c2ccccc2)Sc2ccccc2N1Cc1ccc(F)cc1 (centres undefined)
31 | -1% | -8% | 27% | -29% | 12% | -9% | i | -13%[12.7 µM] | . | O=[N+]([O-])c1ccccc1Oc1ccc(S(=O)(=O)N2CCOCC2)cc1
32 | -4% | -4% | 9% | -15% | 25% | 1% | -8% | ? | . | CCCn1c(N)c(N(CCOC)C(=O)COC(=O)CSc2cc(C)c3ccccc3n2)c(=O)[nH]c1=O
33 | 1% | 5% | 16% | -5% | -1% | 7% | -1% | -16%[12.7 µM] | 1% | N#CCSc1nnc2ccc3ccccc3n12
34 | 0% | -32% | 9% | -3% | 3% | -1% | 0% | -28% | 25% | O=c1[nH]c2ccccc2c2nc3ccccn3c12
35 | -3% | 8% | 23% | -15% | -1% | 10% | -4% | 9%[59 µM] | 0% | COc1ccc(NC(=O)COC(=O)c2ccc(Br)o2)cc1OC
36 | -6% | -36% | -28% | -31% | -1% | 4% | i | 50µM* | -6% | COc1ccc(C2C(C(=O)c3ccco3)=C(O)C(=O)N2CC2CCCO2)cc1OC (centres undefined)
37 | ? | -25% | 9% | -30% | -7% | 5% | 0% | 2% | 21% | CCC(O)C1CCN(Cc2cn(Cc3ccccc3)nc2-c2cc3ccccc3o2)CC1 (centres undefined)
38 | -2% | -13% | 19% | -10% | 27% | -7% | -4% | -7% | -1% | Cc1ccc(NC(=S)N2CCC(NC(=O)c3ccc(F)cc3)CC2)cc1
39 | -6% | -3% | 16% | -7% | 194%[activator] | 106%[activator] | -7% | 10% | 1% | O=C(CNCc1ccccc1)Nc1ccc(F)cc1
40 | -8% | -10% | 21% | -6% | 11% | 10% | 0% | ? | -5% | COc1cccc(C(CC(=O)NCc2ccco2)NS(=O)(=O)c2ccc(C)cc2)c1OC (centres undefined)

Printed as active in G9a block, of those listed so far:
# | Pin1 inhibitor | BAZ2B inh | HP1b binding inh | JMJD2A Tudor inh | POLI inh | GLS inhibitor | PGK inhibitor | G9a block | BLM helicase inh | SMILES
25 | . | 0% | 52%[activator] | -18% | 3% | -1% | -2% | 50µM* | 3% | O=C(O)c1cccnc1SCC(=O)N1CCCCCC1
36 | -6% | -36% | -28% | -31% | -1% | 4% | i | 50µM* | -6% | COc1ccc(C2C(C(=O)c3ccco3)=C(O)C(=O)N2CC2CCCO2)cc1OC (centres undefined)

Compounds shown so far that contain a COOH group (3):
# | Pin1 inhibitor | BAZ2B inh | HP1b binding inh | JMJD2A Tudor inh | POLI inh | GLS inhibitor | PGK inhibitor | G9a block | BLM helicase inh | SMILES
6 | -9% | . | 10% | -26% | ? | -1% | -2% | . | . | O=C(O)C1=C[C@@H](C2CC2)C[C@@H](OCCCCO)O1
24 | 0% | -1% | 46%[activator] | -10% | -2% | 13% | -11% | ? | -5% | COc1ccc(/C(C)=N/Nc2ccc(C(=O)O)cc2)cc1OC
25 | . | 0% | 52%[activator] | -18% | 3% | -1% | -2% | 50µM* | 3% | O=C(O)c1cccnc1SCC(=O)N1CCCCCC1

Some of the compounds tested; the hit share may differ from the screen's.
